MazF activator: activators of E. coli MazEF toxin-antitoxin RNase. FAM/BHQ RNA-DNA oligo cleavage fluorescence, 5 h. activation, % at 20 µM. 350,000 tested, 0.32% active; in the data active means activation above about 50%
Target sequence (P0AE70 whole entry, looked up): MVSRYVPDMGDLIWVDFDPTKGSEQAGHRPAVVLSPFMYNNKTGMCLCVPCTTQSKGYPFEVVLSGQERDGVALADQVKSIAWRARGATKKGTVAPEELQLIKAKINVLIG
SSB-PriA inh: inhibitors of Klebsiella pneumoniae PriA binding to SSB C-terminal tail. AlphaScreen SSBct-PriA binding, biotinylated peptide. inhibition, % at 33 µM. 430,000 tested, 0.6% active. AID 1272365; in the data active means inhibition mostly above about 37%, no sharp cut-off; inactive means mostly below about 20%;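 further: plate controls were negative control peptide for no effect and reference peptide for full effect; strong numbers were not always called active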
PrPC surface inh: reduces human prion protein on the cell surface | P04156 | cell surface PrPC, TR-FRET read-out | inhibition, % at 13.8 µM | 370,000 tested, 0.43% active | AID 720596; in the data active means inhibition above about 24%; further: 0% = median of the test wells and 100% = reference compound wells
Rv3671c protease: inhibitors of M. tuberculosis serine protease Rv3671c. AID 2606. P9WHR9. inhibition, % at 5.96 µM. 320,000 tested, 0.048% active; in the data active means inhibition above about 38%;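 further: extracellular domain of Rv3671c used as enzyme; 0% = enzyme with DMSO and 100% = no enzyme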
Target sequence (P9WHR9 whole entry, looked up, the tested form may be a part): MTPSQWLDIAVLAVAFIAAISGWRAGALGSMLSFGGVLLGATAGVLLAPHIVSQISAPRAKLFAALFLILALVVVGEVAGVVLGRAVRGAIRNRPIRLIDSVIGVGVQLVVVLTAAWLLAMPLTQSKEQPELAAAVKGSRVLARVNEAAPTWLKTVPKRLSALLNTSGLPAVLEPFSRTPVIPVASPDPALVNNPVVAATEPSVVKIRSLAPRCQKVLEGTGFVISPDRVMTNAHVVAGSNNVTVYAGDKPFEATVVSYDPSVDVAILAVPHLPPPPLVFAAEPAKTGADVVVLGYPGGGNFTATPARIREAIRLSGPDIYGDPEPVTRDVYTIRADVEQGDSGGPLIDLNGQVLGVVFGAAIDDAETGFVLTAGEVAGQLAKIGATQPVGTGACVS
VHR inh abs: blocks human VHR1 dual specificity phosphatase | inhibition, % at 13.3 µM | recombinant VHR phosphatase, pNPP absorbance | AID 1654 | 290,000 tested, 0.52% active; in the data active means inhibition above about 50%; further: some compounds called inactive have numbers as strong as hits
Target sequence (P51452 whole entry, looked up): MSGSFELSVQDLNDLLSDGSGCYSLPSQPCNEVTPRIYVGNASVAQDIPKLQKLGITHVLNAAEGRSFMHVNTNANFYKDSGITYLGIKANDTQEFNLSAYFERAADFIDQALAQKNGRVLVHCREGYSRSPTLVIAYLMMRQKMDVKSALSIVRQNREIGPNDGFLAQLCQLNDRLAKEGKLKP
CCHFV vOTU inh: blocks the CCHF virus ovarian tumor domain protease | CCHFV vOTU protease, Pep-AMC fluorescence | inhibition, % at 11.5 µM | 370,000 tested, 0.55% active | AID 651958; in the data active means inhibition above about 30%; further: 0% = vehicle wells with enzyme and 100% = no enzyme wells
BoNT A protease: blocks Botulinum neurotoxin A light chain protease. multiplex microsphere protease substrate cleavage, flow cytometry. 360,000 tested, 0.17% active. inhibition, % at 10 µM. AID 588499; further: plate controls were buffer without enzyme for full effect and enzyme alone for no effect
SARS 3CLpro inh: SARS-CoV 3CLpro protease inhibition; inhibition, % at 6 µM; P0C6X7; 290,000 tested, 0.14% active; recombinant SARS-CoV 3CLpro, quenched FRET peptide cleavage; in the data active means inhibition above about 12%
Anthrax LF prot: anthrax lethal factor protease inhibition. P15917. multiplex microsphere protease cleavage assay, LF. inhibition, % at 10 µM. 360,000 tested, 0.12% active. AID 588501; further: plate controls were buffer without enzyme for full effect and enzyme alone for no effect
BoNT F protease: BoNT F light chain protease inhibition; inhibition, % at 10 µM; Multiplex microsphere protease cleavage assay, flow cytometry; 360,000 tested, 0.22% active; in the data active means inhibition above about 35%, passing the limit was not always enough; inconclusive means no clear call, values can overlap the other calls; further: plate controls were buffer without enzyme for full effect and enzyme alone for no effect
Active calls of the source: *; u = inconclusive; x = not tested or not shown. Unless noted, no stated cut-off is given here; in the data, active means inhibition above about 30%; inconclusive means no clear call, values can overlap the other calls; inactive means below that. A portion of the library. The share of hits here may be higher or lower than overall.

SMILES	MazF activator	SSB-PriA inh	PrPC surface inh	Rv3671c protease	VHR inh abs	CCHFV vOTU inh	BoNT A protease	SARS 3CLpro inh	Anthrax LF prot	BoNT F protease
CC(C)(C)C(=O)Cn1ncc(N2CCOCC2)c(Cl)c1=O	1	-4	-7	2	26	1	1.6	-1	-3	-5
N#Cc1ccccc1Cn1cc(C(=O)c2ccccc2F)c2ccccc21	3	-18	10	-8	8	4	0.3	-4	-2	5
CCOc1ncccc1C(=O)OCC(=O)Nc1ccc(Cl)cn1	2	-3	1	5	x	19	-0.1	x	-2	-3
Cc1cccc(NC(=O)CN2C(=O)S/C(=C\C(=O)Nc3ccc(Cl)cc3)C2=O)c1	-9	-18	5	1	-6	-14	0.0	-3	0	4
Cc1cc(C)c(S(=O)(=O)N2CCN(C(=O)c3c(C)nn(-c4ccccc4)c3Cl)CC2)c(C)c1	-24	44*	5	x	x	13	-3.9	x	-2	-6
COc1ccc(C(CC(=O)O)NC(=O)Cc2ccccc2)cc1 (centres undefined)	1	-2	7	0	4	-2	-0.8	2	0	0
O=C(N/C(=C\c1cccnc1)C(=O)N1CCOCC1)c1ccco1	4	-9	-3	-2	11	-2	0.9	-4	0	1
COc1ccccc1NS(=O)(=O)c1cc(C(=O)NC2CCN(Cc3ccccc3)CC2)ccc1C	9	4	-9	x	x	1	x	x	x	x
C=CCC1(CC=C)CCCN1C(=O)c1cc(COc2cccc(C(F)(F)F)c2)on1	-8	-30	3	x	11	5	2.3	8	-6	-6
CCN=C1S/C(=C\c2cc(Br)ccc2OCC(=O)OCC)C(=O)N1CC	1	-22	-5	-9	-4	4	-0.6	1	-1	-5
O=S(=O)(c1ccc(F)cc1)n1ccc(-c2cccc(OCc3ccc(Cl)cc3Cl)c2)n1	5	-8	-4	-4	19	16	0.1	4	-15	-2
COc1ccc(OC)c(N(CC(=O)NC2CC3CCC2C3)S(=O)(=O)c2ccccc2)c1 (centres undefined)	0	9	-7	-4	59*	11	-0.5	0	-19	-7
O=S(=O)(c1cccs1)N1CCc2ccccc2C1	-9	-17	5	-4	11	17	0.1	5	-5	-2
CCn1c(SCc2ccc(C(=O)OC)o2)nc2sc3c(c2c1=O)CCCC3	-9	5	-8	-5	16	3	0.5	-4	-2	-1
CNc1c(NS(=O)(=O)c2ccc(OC)cc2)c(=O)oc2ccccc12	-7	-6	-4	7	2	13	-0.2	-4	6	15
COc1ccc(Cc2nnc(NC(=O)Nc3ccccc3OC)s2)cc1	4	13	9	-16	2	6	1.7	4	-2	-21
Cc1cccc(N(C(=O)CCC(=O)Nc2nccs2)C(C(=O)NC(C)(C)C)c2ccc(O)cc2)c1 (centres undefined)	7	1	-8	-4	1	14	-0.5	-4	0	-6
OC(COCc1ccccc1)CN1CCc2ccccc2C1 (centres undefined)	-1	-19	-4	9	1	6	-0.2	0	-2	-2
CC1Cn2c(nc3sc4c(c3c2=O)CCC4)N1CCO (centres undefined)	1	4	-2	-4	-6	-4	0.0	-5	-4	0
O=C(CN1C(=O)CSc2ccc(C(F)(F)F)cc21)Nc1ccccc1	7	-3	8	2	10	0	0.1	1	-6	-6
COc1ccccc1OCC(=O)NCCCN1CCOCC1	4	-8	3	0	4	2	-1.1	2	4	6
COc1ccc(C(=O)NC(C)CCc2ccccc2)cc1[N+](=O)[O-] (centres undefined)	3	-13	-10	-6	10	-4	-1.2	2	1	16
O=C(NCc1cccnc1)c1ccccc1NC(=O)c1c(F)cccc1F	2	-1	0	-9	14	1	-1.5	-7	3	1
CN(C(=O)c1ccccc1OCc1ccc(Cl)cc1)c1ccccc1	2	-16	-5	-1	18	16	1.0	-1	0	-2
COC(=O)CSc1[nH]c2ccc(F)cc2c1[N+](=O)[O-]	6	-12	-5	-10	3	-5	-0.6	6	0	-4
CC(C)C(=O)N1CCN(c2ccccc2NC(=O)c2cccc(Cl)c2)CC1	0	-10	-9	-1	11	4	-1.4	-4	-5	-14
Cc1ccc(S(=O)(=O)c2ccc(Cl)cc2)cc1S(=O)(=O)N1CCN(C)CC1	-1	-10	8	-9	34	4	-0.9	2	-4	-7
CCC(C)(C)n1nnnc1C(C(C)C)N1CCN(C)CC1 (centres undefined)	7	-12	-9	3	36	11	-0.1	-2	-1	7
OCC1OC(n2ccc3c2ncn2ncnc32)C(O)C1O (centres undefined)	-4	x	-6	x	x	10	0.3	x	2	2
COc1ccccc1NC(=O)CSC1CC(=O)N(c2ccc3c(c2)OCO3)C1=O (centres undefined)	2	-1	-3	-22	-19	5	0.7	-1	-1	-1
FC(F)(F)c1ccnc(Oc2ccc(C3=NCCS3)cc2)c1	-12	-4	6	-5	-4	-6	u	-1	-2	u
CCC(CC)C(=O)NCCc1ccc(F)cc1	5	-3	-4	-2	14	7	-2.7	3	-2	-9
CCOc1ccc(NC(=O)CN(C)C(=O)CCCNC(=O)c2ccc(Cl)cc2)cc1OCC	-2	x	1	x	x	24	-0.1	x	-7	-1
COc1ccc2c(c1)CCCC21NC(=O)N(CC(=O)N2CC(C)OC(C)C2)C1=O (centres undefined)	6	-11	6	1	x	18	x	x	x	x
Cc1ccc(OC(=O)N(C)C[C@@H]2OCc3cnnn3CCCC(=O)N([C@@H](C)CO)C[C@H]2C)cc1	7	x	-7	x	x	-14	-0.1	x	1	1
CCOC(=O)C1CCN(S(=O)(=O)c2ccc3c(c2)CC(=O)N3)CC1	7	-1	-6	2	17	-2	0.0	-6	2	2

Given with two lines to a compound: 13 of the compounds above
Order of values: MazF activator | SSB-PriA inh | PrPC surface inh | Rv3671c protease | VHR inh abs | CCHFV vOTU inh | BoNT A protease | SARS 3CLpro inh | Anthrax LF prot | BoNT F protease
> CN(C(=O)c1ccccc1OCc1ccc(Cl)cc1)c1ccccc1
    2 | -16 | -5 | -1 | 18 | 16 | 1.0 | -1 | 0 | -2
> COC(=O)CSc1[nH]c2ccc(F)cc2c1[N+](=O)[O-]
    6 | -12 | -5 | -10 | 3 | -5 | -0.6 | 6 | 0 | -4
> CC(C)C(=O)N1CCN(c2ccccc2NC(=O)c2cccc(Cl)c2)CC1
    0 | -10 | -9 | -1 | 11 | 4 | -1.4 | -4 | -5 | -14
> Cc1ccc(S(=O)(=O)c2ccc(Cl)cc2)cc1S(=O)(=O)N1CCN(C)CC1
    -1 | -10 | 8 | -9 | 34 | 4 | -0.9 | 2 | -4 | -7
> CCC(C)(C)n1nnnc1C(C(C)C)N1CCN(C)CC1 (centres undefined)
    7 | -12 | -9 | 3 | 36 | 11 | -0.1 | -2 | -1 | 7
> OCC1OC(n2ccc3c2ncn2ncnc32)C(O)C1O (centres undefined)
    -4 | x | -6 | x | x | 10 | 0.3 | x | 2 | 2
> COc1ccccc1NC(=O)CSC1CC(=O)N(c2ccc3c(c2)OCO3)C1=O (centres undefined)
    2 | -1 | -3 | -22 | -19 | 5 | 0.7 | -1 | -1 | -1
> FC(F)(F)c1ccnc(Oc2ccc(C3=NCCS3)cc2)c1
    -12 | -4 | 6 | -5 | -4 | -6 | u | -1 | -2 | u
> CCC(CC)C(=O)NCCc1ccc(F)cc1
    5 | -3 | -4 | -2 | 14 | 7 | -2.7 | 3 | -2 | -9
> CCOc1ccc(NC(=O)CN(C)C(=O)CCCNC(=O)c2ccc(Cl)cc2)cc1OCC
    -2 | x | 1 | x | x | 24 | -0.1 | x | -7 | -1
> COc1ccc2c(c1)CCCC21NC(=O)N(CC(=O)N2CC(C)OC(C)C2)C1=O (centres undefined)
    6 | -11 | 6 | 1 | x | 18 | x | x | x | x
> Cc1ccc(OC(=O)N(C)C[C@@H]2OCc3cnnn3CCCC(=O)N([C@@H](C)CO)C[C@H]2C)cc1
    7 | x | -7 | x | x | -14 | -0.1 | x | 1 | 1
> CCOC(=O)C1CCN(S(=O)(=O)c2ccc3c(c2)CC(=O)N3)CC1
    7 | -1 | -6 | 2 | 17 | -2 | 0.0 | -6 | 2 | 2

Next section.
SMILES	MazF activator	SSB-PriA inh	PrPC surface inh	Rv3671c protease	VHR inh abs	CCHFV vOTU inh	BoNT A protease	SARS 3CLpro inh	Anthrax LF prot	BoNT F protease
CC(=O)Nc1ccc2c(c1)-c1ccc(F)cc1C2	1	-3	4	x	x	7	-0.5	x	-9	-9
CC1CCN(S(=O)(=O)c2cn(CC(=O)Nc3ccc(C#N)cc3)cn2)CC1	9	-3	2	5	10	16	1.4	-6	-2	-2
COc1ccc(-c2c(C(=O)c3ccccc3)[nH]c(N)c2C(=O)NCc2ccccc2)cc1OC	x	x	-7	x	x	7	0.0	x	-10	-2
Cc1ccc(C(=O)OCC(=O)c2ccc(CC(=O)N3CCOCC3)s2)c(C)c1	0	-6	2	x	x	-6	x	x	x	x
O=C(Cc1ccc([N+](=O)[O-])cc1)Nc1cccc(C(F)(F)F)c1	2	-2	-9	-3	8	6	-0.2	3	-1	-6
CN1C(=O)N(CC(=O)NCc2ccc(Cl)cc2Cl)C(=O)C12CCCCC2	-4	11	6	14	x	4	5.4	x	6	6
CC(=O)Nc1ccc(S(=O)(=O)N2CCC(C(=O)NCc3cccnc3)CC2)cc1	5	-7	2	4	20	-2	-1.6	4	3	0
CN(C)CCn1c2c(c(SCC(=O)Nc3nccs3)nc1=O)CCCC2	-1	-2	-9	-2	x	4	-3.5	x	-2	4
C[C@H](CO)N1C[C@H](C)[C@H](CN(C)S(=O)(=O)c2ccc(Oc3ccccc3)nc2)OCc2cnnn2CCCC1=O	2	x	0	x	x	-9	0.2	x	-2	-3
Cc1ccc(COc2ccc(/C=N/O)cc2)cc1	-3	x	-1	-10	-10	-2	-0.5	5	-4	-6
O=C(CCn1ccnc1)Nc1ccc2ccccc2c1	-2	-1	-1	8	9	-1	6.7	1	1	38*
O=C(NCCCCO)c1ccc2c3c(cccc13)CC2	4	-12	-1	4	44	-5	0.1	0	-2	-3

2 entries from above in another layout.
Compound | MazF activator | SSB-PriA inh | PrPC surface inh | Rv3671c protease | VHR inh abs | CCHFV vOTU inh | BoNT A protease | SARS 3CLpro inh | Anthrax LF prot | BoNT F protease
CC1Cn2c(nc3sc4c(c3c2=O)CCC4)N1CCO (centres undefined) | 1 | 4 | -2 | -4 | -6 | -4 | 0.0 | -5 | -4 | 0
Cc1ccc(OC(=O)N(C)C[C@@H]2OCc3cnnn3CCCC(=O)N([C@@H](C)CO)C[C@H]2C)cc1 | 7 | x | -7 | x | x | -14 | -0.1 | x | 1 | 1

Other results.
SMILES	MazF activator	SSB-PriA inh	PrPC surface inh	Rv3671c protease	VHR inh abs	CCHFV vOTU inh	BoNT A protease	SARS 3CLpro inh	Anthrax LF prot	BoNT F protease
C=CCNC(=S)NNc1nc(N2CCCC2)nc(N2CCCC2)n1	-3	-13	-6	2	-7	-7	-3.1	-1	12	u
CC(=O)Nc1sc(N/N=C\c2ccco2)nc1-c1cccs1	3	x	-9	-3	16	11	1.3	2	0	-3
O=[N+]([O-])c1ccc(/C=N/NS(=O)(=O)c2ccc(Cl)cc2)o1	8	x	-12	-10	8	6	1.0	1	-6	-2
Cc1ccc(NC(=O)CCC(=O)OCC(=O)c2ccc(Oc3ccc([N+](=O)[O-])cc3)cc2)cc1	1	-20	-14	0	2	4	-0.5	-5	-4	-2
Cc1ccccc1NC(=O)Cc1nc(COC(=O)CSc2ccccc2)cs1	4	-10	7	-8	22	15	5.2	1	0	-7
CCOc1ccc(Oc2ccc(C(F)(F)F)cc2NC(=O)C2=COCCO2)cc1	1	-4	-3	-4	x	-3	-0.7	x	7	-2
Cc1ccc(C)c(NC(=O)CC2Sc3ccccc3NC2=O)c1 (centres undefined)	-9	-12	0	x	x	16	-0.2	x	-5	3
Cc1ccccc1N=C(N)Nc1ccccc1C	-36	1	5	7	x	1	0.3	x	11	2
Cc1ccc(S(=O)(=O)c2c(C)cc(C)nc2Oc2cccc(C)c2C)cc1	2	-7	2	-9	-1	6	-0.3	0	-1	-31
CC(C)(C)C1CCc2onc(C(=O)NCc3ccc(F)cc3)c2C1 (centres undefined)	2	-9	4	-3	19	17	0.7	-2	0	0
CCOc1ccccc1NC(=O)N1CCCC(c2nc(-c3ccc(C)o3)no2)C1 (centres undefined)	-7	-3	10	-8	-4	16	-0.7	4	-2	-4
COc1ccc(CN(C)CC(=O)Nc2cccc3ccccc23)cc1F	5	-10	1	-2	12	-4	-0.8	-9	-2	-18

Assay outcomes as filed in PubChem.
